Source: PubChem
PGC1a acetyl inh = modulators of PGC1a acetylation; U2OS PGC1a acetylation, AlphaScreen anti-acetyl-lysine; with virally co-expressed GCN5 acetyltransferase; inhibition, % at 15.6 µM; 350,000 compounds, 0.17% hits; AID 651687;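 active = every replicate shows inhibition of at least 40%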;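 note: 0% = neutral control wells and 100% = positive control wells; some results beyond the cut were filed as inactive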
miR-122 sensor = inhibitors of miR-122 in Huh7 cells | AID 602342 | activation (reporter increase), % at 12.5 µM | 340,000 compounds, 0.3% hits | Huh7 miR-122 Renilla luciferase sensor, 48 h; neutral wells = 0, positive control = 100;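 active = mean replicate activation score at least 90 and every replicate individually at or above 90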;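 note: higher luciferase means less miR-122 activity so hits act as miR-122 inhibitors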
E-selectin induc = induces E-selectin expression in human endothelial cells. P16581. HUVEC E-selectin immunofluorescence imaging; normalized: neutral wells 0, TNF-alpha wells 100. activation, % at 7.58 µM. 260,000 compounds, 0.37% hits;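 active = mean E-selectin-positive cell signal at least 10% of the positive control, reached in at least 60% of replicates, without over 20% cell loss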;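 note: in these data hits start at about 27%; measured in HUVEC primary endothelial cells; signal is the percent of cells scored E-selectin positive by PE staining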
Target sequence (P16581 whole entry, looked up): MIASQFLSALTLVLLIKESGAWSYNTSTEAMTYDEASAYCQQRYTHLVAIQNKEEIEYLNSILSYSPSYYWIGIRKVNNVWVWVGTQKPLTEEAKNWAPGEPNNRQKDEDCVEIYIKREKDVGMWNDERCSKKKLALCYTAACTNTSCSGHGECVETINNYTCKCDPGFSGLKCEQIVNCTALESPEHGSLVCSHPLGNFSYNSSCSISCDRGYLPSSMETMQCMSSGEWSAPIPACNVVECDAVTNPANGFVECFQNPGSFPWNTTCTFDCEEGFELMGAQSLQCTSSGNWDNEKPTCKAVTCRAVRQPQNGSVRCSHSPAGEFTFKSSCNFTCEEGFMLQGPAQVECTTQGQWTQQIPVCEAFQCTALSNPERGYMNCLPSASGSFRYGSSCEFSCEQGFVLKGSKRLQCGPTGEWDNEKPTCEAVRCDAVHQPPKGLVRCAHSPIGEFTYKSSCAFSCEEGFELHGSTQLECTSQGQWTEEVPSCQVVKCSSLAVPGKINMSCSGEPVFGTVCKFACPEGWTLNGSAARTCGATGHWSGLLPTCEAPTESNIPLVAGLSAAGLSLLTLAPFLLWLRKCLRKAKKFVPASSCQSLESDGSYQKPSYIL
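Read-out basis: % PE-positive cells; Test system: HUVEC primary endothelial cells; Technique: immunofluorescence imaging; Dosing: single-point compound dose.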
RAD54 branch = RAD54 (human) branch migration inhibition | inhibition, % at 10.4 µM | Q92698 | RAD54 Holliday junction branch migration, FAM/BHQ fluorescence | 360,000 compounds, 0.14% hits;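 active = mean normalized replicate activity at least 40 and at least half of replicates scoring 40 or more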;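 note: 0% = median of neutral control wells and 100% = median of positive control wells; inhibitors cause a drop in the FAM fluorescence signal; in these data hits start at about 50%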
PglD inh = PglD (C. jejuni) enzyme inhibition; AID 602405; purified PglD enzyme, DTNB colorimetric CoA detection; 360,000 compounds, 0.098% hits; inhibition, % at 12.5 µM; in the data active = inhibition above about 16%, passing the limit was not always enough; note: strong numbers were not always called active
Cneo AK release = causes C. neoformans cell lysis | adenylate kinase release luminescence, 4 h; normalised: neutral wells 0, clomiphene wells 100 | lysis activity, % at 15 µM | 360,000 compounds, 0.2% hits | AID 651654;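 active = mean lysis activity across replicates of at least 80%, whatever share of replicates individually reach that level; inactive = mean lysis activity below 80%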
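Test system: log-phase Cryptococcus neoformans yeast cells. Input: 5 × 10^6 yeast cells/mL. Medium: fresh YPD growth medium. Doses: single dose. Incubation: static 4 h at 37 °C with compound, 1 h detection. Measured by: luminescent adenylate kinase detection reagent. Read-out: signal increase indicating cell lysis. Benchmarks: Clomiphene.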
ERAP1 HTS inh = blocks human ERAP1 aminopeptidase activity. Q9NZ08. recombinant ERAP1, Leu-AMC fluorescence, 60 min. inhibition, % at 10.7 µM. 340,000 compounds, 0.15% hits. AID 652197;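 active = mean replicate inhibition of at least 30%, or all replicates individually reaching that 30% level; inactive = mean below 30% and not every replicate reaching it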;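 note: 0% = neutral control wells and 100% = L-leucinethiol positive control wells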
RAD52 anneal inh = RAD52 (human) annealing inhibition | inhibition, % at 18.7 µM | AID 651710 | P43351 | recombinant RAD52 DNA annealing, FRET fluorescence | 360,000 compounds, 0.46% hits;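 active = every replicate showing at least 50% inhibition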
* marks the source's active call; other numbers are inactive results; . = no result given; [ ] = another dose, or the depositor's remark.

Structure	PGC1a acetyl inh	miR-122 sensor	E-selectin induc	RAD54 branch	PglD inh	Cneo AK release	ERAP1 HTS inh	RAD52 anneal inh
Cc1cccc(NC(=O)CSc2ccc(-c3ccco3)nn2)c1C	.	-8	-0.3	-3	4	1	.	.
CCc1c(C)c2cc(Cl)c(O)c(CN(C)C)c2oc1=O	-1	-6	.	.	.	.	-102	-7
COC(=O)C(NC(=O)c1ccco1)(Nc1nc(C)cs1)C(F)(F)F (stereo not drawn)	6	0	.	-6	-2	3	.	.
C[C@@H]1CN([C@@H](C)CO)C(=O)c2cc(C#CC3CCCCC3)cnc2O[C@H]1CN(C)Cc1cccnc1	-5	-5[16.7 µM]	0.2	-7	1	-2	-2	21
O=C(Nc1ccccc1F)N1CC(=O)N2[C@H](CO)[C@@H](c3ccc(C#Cc4ccc(F)cc4)cc3)[C@@H]2C1	7	.	0.1	.	.	.	1	-20
C[C@@H]1CCCCO[C@H](CN(C)S(=O)(=O)c2ccccc2)[C@@H](C)CN([C@@H](C)CO)C(=O)c2cc(NC(=O)Nc3ccccc3)ccc2O1	13	-3[16.7 µM]	.	-1	-2	-4	1	-38
CCC(=O)N1[C@H](CO)[C@@H](c2ccc(-c3ccccc3OC)cc2)C12CN(C(C)=O)C2	-3	.	0.3	.	.	.	1	-25
COC(=O)c1ccccc1NC(=O)N1CSC[C@H]1C(=O)OC	-4	-4	.	-11	5	-5	.	.
Cc1cccc(NC(=O)C2CCN(S(=O)(=O)c3c(C)c(C)cc(C)c3C)CC2)n1	.	-6	-0.1	.	.	.	2	-12
COc1ccccc1CCC(=O)NCCCn1ccc2ccccc21	.	1	0.1	-4	8	4	-4	-13
CC(=O)Nc1cc(C(C)C)c(O)c(C(C)C)c1	-3	-3	.	13	-2	0	.	.
Cc1nc2sc(C(c3cccs3)N3CCC4(CC3)OCCO4)c(O)n2n1 (stereo not drawn)	-6	0	.	-3	1	0	14	-12
CC(C)NC(=O)Nc1ccc2c(c1)C(=O)N([C@H](C)CO)C[C@@H](C)[C@@H](CN(C)C(=O)Nc1ccc(C(F)(F)F)cc1)O2	-1	-1[16.7 µM]	.	8	2	2	1	2
Clc1cccc(CSc2ccc(-c3cccnc3)nn2)c1	3	-4	.	.	.	.	3	-37
CC(C)CCNC(=O)c1ccc2c(c1)N(Cc1ccccc1)C(=O)CS2=O (stereo not drawn)	.	2	-0.1	-9	-3	1	0	-10
CC(=O)c1cccc(NC(=O)C(=O)c2cn(CC(=O)N3CCCCC3)c3ccccc23)c1	-23	.	8.8	.	.	.	-4	-16
CC(=O)N(C)C[C@H]1Oc2cc(C#Cc3ccccc3F)ccc2S(=O)(=O)N([C@H](C)CO)C[C@H]1C	2	-13[16.7 µM]	-0.3	8	-1	5	-3	18
C/C(=N/NC(=O)CNC(=O)c1cccc(F)c1)c1ccc2c(c1)CCCC2	5	5	5.6	1	-1	-1	-3	-8
CCOc1ccccc1NC(=O)CCS(=O)(=O)c1cccc2nonc12	-2	1	-0.3	0	-5	-2	.	.
C[C@H]1CN([C@@H](C)CO)C(=O)c2cccc(NC(=O)c3ccncc3)c2O[C@H]1CN(C)C(=O)Nc1cccc2ccccc12	-10	-4[16.7 µM]	-6.6	-5	10	-5	-2	-18

Some of these compounds in order of length of the SMILES, ascending:
Structure	PGC1a acetyl inh	miR-122 sensor	E-selectin induc	RAD54 branch	PglD inh	Cneo AK release	ERAP1 HTS inh	RAD52 anneal inh
Cc1cccc(NC(=O)CSc2ccc(-c3ccco3)nn2)c1C	.	-8	-0.3	-3	4	1	.	.
CCOc1ccccc1NC(=O)CCS(=O)(=O)c1cccc2nonc12	-2	1	-0.3	0	-5	-2	.	.
CC(=O)c1cccc(NC(=O)C(=O)c2cn(CC(=O)N3CCCCC3)c3ccccc23)c1	-23	.	8.8	.	.	.	-4	-16

New compounds follow:
Structure	PGC1a acetyl inh	miR-122 sensor	E-selectin induc	RAD54 branch	PglD inh	Cneo AK release	ERAP1 HTS inh	RAD52 anneal inh
C[C@H](NC(=O)C[C@H]1CC[C@@H](NC(=O)C2CCC2)[C@H](CO)O1)c1ccccc1	8	.	-0.6	2	3	6	-2	-9
Cc1cc(F)ccc1S(=O)(=O)N1CCCOC1CNC(=O)C(=O)NCCc1ccccc1 (stereo not drawn)	-2	6	0.0	-4	0	2	-2	-11
CCC(=O)N1CCc2cc(Br)cc(S(=O)(=O)NCCCN(CC)Cc3ccccc3)c21	-2	10	-0.2	0	-1	6	3	-6
Cc1ccc(S(=O)(=O)N[C@H]2CC[C@@H](CCNS(=O)(=O)Cc3ccccc3)O[C@@H]2CO)cc1	11	.	0.2	-4	-1	0	0	-4
COc1ccccc1N1CCN(C2CCCN(C(=O)CCC(=O)N(C)C)C2)CC1 (stereo not drawn)	4	-2	0.2	-1	-4	-1	-1	-11
Cc1cnc([N+](=O)[O-])n1CCOC(=O)NC(=O)c1ccccc1Cl	6	-5	.	-6	-10	9	-2	7
CC1(c2ccc3c(c2)OCCO3)NC(=O)N(CC(=O)c2ccc[nH]2)C1=O (stereo not drawn)	-3	54	.	0	-4	-2	0	-7
COc1cccc(C(=O)NCCS(=O)(=O)NCc2cccnc2)c1	-21	-1	.	-10	2	1	1	-10
CC(C)c1nn2c(N)c(/C=C3\C=Nc4ccccc43)c(=O)nc2s1	7	-3	2.3	-4	-8	-1	1	-73
O=C(CCN1C(=O)C2C3CCC(C3)C2C1=O)OCC(=O)c1ccc(Cl)cc1 (stereo not drawn)	.	2	.	-6	-3	0	2	-5
Cc1cc(OCC(=O)NNC(=S)NC(=O)c2ccc(Br)o2)ccc1Cl	-11	3	-0.1	4	0	0	5	1
CC(=O)Nc1ccc(S(=O)(=O)Nc2cccc(-n3c(C)nc4ccccc4c3=O)c2)cc1	.	.	-0.4	-5	1	-1	0	-17
CCCNC(=O)C1(C)CCN(C(=O)c2ccccc2OC(F)(F)F)C1 (stereo not drawn)	-1	2	-0.3	-6	-3	-2	3	-7
COc1ccc(CN(C)C[C@@H]2OCCCC[C@H](C)Oc3ccc(NC(=O)NC4CCCCC4)cc3C(=O)N([C@@H](C)CO)C[C@H]2C)cc1	-9	8[16.7 µM]	-0.2	-5	1	1	-1	21
CCOC(=O)N1C(=O)[C@](CC)(c2ccccc2)N1C(=O)OCC	2	1	-0.3	-12	4	1	1	-11
O=C(CCC(=O)c1cccs1)NC1CCCCCC1	2	-3	.	1	-3	2	-1	-5
CC(C)NC(=O)Nc1ccc2c(c1)CC(=O)N([C@H](C)CO)C[C@@H](C)[C@H](CN(C)Cc1ccc3c(c1)OCO3)O2	11	33[16.7 µM]	-23	0	1	100*	-4	-1
COCC(=O)N(C)C[C@@H]1[C@@H](c2ccccc2)[C@H](CO)N1C(=O)Cc1ccncc1	2	-30[16.7 µM]	-0.3	3	2	-2	-1	-13
CN(C)S(=O)(=O)N1CCC(Oc2cccc(C(=O)NCCC3=CCCCC3)c2)CC1	-1	.	-0.2	2	4	2	-6	-1
CN=C1S/C(=C\c2cc(C)n(-c3ccccc3F)c2C)C(=O)N1C	-9	-3	.	4	0	-13	.	.
NC(c1ccccc1)c1csc(NC(=O)Nc2ccc(OC(F)(F)F)cc2)n1 (stereo not drawn)	-14	.	0.1	-6	2	2	-8	-25
CCOC(=O)[C@@H]1[C@H]2COc3ccccc3[C@H]2N2C(=O)N(c3ccc(Cl)cc3)C(=O)[C@]12C	.	.	.	7	-2	-5	1	-7
O=C(c1ccccc1F)N1CCC2CC1c1cc(N3CCCCC3)ccc12 (stereo not drawn)	-23	6	.	0	5	-2	-3	-56
COc1cc(/C=C(\CC(=O)O)c2nc3ccccc3s2)ccc1OCC(=O)Nc1ccccc1F	1	-4	-0.3	-1	-1	0	-5	-27
CC(=O)N1CCc2cc(S(=O)(=O)NC(C(=O)NC(C)c3ccccc3)C(C)C)ccc21 (stereo not drawn)	-4	-5	.	-1	-1	1	0	-7
C[C@@H]1CCCCO[C@@H](CN(C)C(=O)Nc2ccccc2)[C@H](C)CN([C@H](C)CO)C(=O)c2cc(NC(=O)CCC(F)(F)F)ccc2O1	-8	-5[16.7 µM]	.	8	0	2	2	14
CCOc1ncccc1C(=O)NCCc1c[nH]c2ccccc12	9	5	0.0	4	0	-2	-3	-12
O=C(CNC(=O)C(c1ccccc1)c1ccccc1)OCc1ccccc1	39	-1	0.0	2	-1	7	2	-13
O=C1N[C@@H](Cc2ccccc2)C(=O)N2[C@H]1C[C@]1(Br)c3ccccc3N(S(=O)(=O)c3ccc(F)cc3)[C@H]21	-8	0	-0.2	4	-3	1	-1	-5
COc1ccc(C(=O)CCC(=O)N2CCN(c3ccc(C)cc3)C(C)C2)cc1 (stereo not drawn)	13	2	.	4	-8	-2	-3	-15
COc1cnn(-c2ccc(C)cc2)c(=O)c1Cl	1	-3	.	.	.	.	6	-10
Cc1ccc(C(=O)OCC(=O)NC2CCCCC2)cc1S(=O)(=O)N1CCCCC1	5	1	.	-7	-4	-1	0	-6
CCOc1ccc(C(=O)NC2C(=O)N3C(C(=O)O)=C(COC(C)=O)CSC23)cc1OCC (stereo not drawn)	-4	-4	7.0	-14	3	0	-1	-4
CC(=O)c1ccc(NC(=O)COC(=O)CCc2ccc(S(=O)(=O)N3CCOCC3)cc2)cc1	-3	9	-0.2	0	3	-1	.	-7
CN(c1nc2c(c(=O)n(C)c(=O)n2C)n1CC(=O)c1ccccc1)C1CCCCC1	0	-8	.	7	.	6	.	.
O=C(COC(=O)c1ccc([N+](=O)[O-])o1)Nc1ccc(Br)cc1F	7	-7	.	0	0	-2	-1	-7
COC(=O)Cn1cc(C#N)c2ccccc21	9	-2	.	7	1	-1	.	.
COC(=O)c1ccc(OCCOc2ccccc2C)cc1	-14	-2	0.2	-4	3	0	-4	-3
COc1ccc(-c2noc(CN3CCN(C(=O)c4cccs4)CC3)n2)c(OC)c1OC	1	-1	1.3	8	1	4	-2	-5
CCCc1cc(=O)[nH]c(SCC(=O)c2c(N)n(C3CC3)c(=O)[nH]c2=O)n1	1	2	-2.1	2	3	-2	2	-11
Cc1noc(C)c1NC(=O)N(C)C[C@@H]1OCc2ccccc2-c2c(n(C)c3ccccc23)C(=O)N([C@H](C)CO)C[C@H]1C	-11	-4	.	7	-3	0	1	-12
O=C(C[C@@H]1CC[C@@H](NS(=O)(=O)c2cccc(F)c2)[C@@H](CO)O1)N1CCCCC1	-11	.	-0.3	3	-2	1	-2	0
